# Compound activity as filed in PubChem BioAssay.
# AHR activator: activators of human aryl hydrocarbon receptor. AHR-responsive luciferase reporter cells, luminescence. actives 2.5% (n = 320,000). activation, % at 5 µM. P35869; in the data active means activation above about 47%;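 further: 0% = vehicle wells and 100% = reference agonist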
# LAP4 TOR yeast: yeast TOR pathway LAP4-GFP modulation. S. cerevisiae LAP4-GFP multiplex, flow cytometry GFP, 3 h; median GFP as percent of DMSO wells. GFP response vs DMSO, % at 10 µM. actives 0.34% (n = 320,000);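 active means GFP response vs DMSO above a set limit, about the screen mean plus 3 SD, cut at about 150% in these data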
# procasp7 counter: activates human procaspase-7, counter-screen for procaspase-3 activators. actives 0.093% (n = 330,000). activation, % at 8.5 µM. recombinant procaspase-7, Ac-DEVD-pNA absorbance 405 nm; D23A/D198A/D206A triple mutant, cannot self-cleave; scale: DMSO 0, 5 µM enzyme 100. P55210;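 active means percent activation above the screen-wide mean plus 3 SD, cut at about 25% in these data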
#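 Replicates: singlicate. Assay system: Procaspase-7 triple mutant (PC-7 D3A). Signal: 405 nm absorbance of p-nitroaniline. Times: 1 h preincubation, 2 h reaction. Buffer or medium: Zinc-free HEPES pH 7.4 with 300 mM NaCl, 0.01% Triton X-100. Also added: DEVD-pNA substrate. Benchmarks: DMSO wells as 0%, DMSO with 5 µM added PC-7 as 100%.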
# MEP2 TOR yeast: yeast TOR pathway MEP2-GFP modulation; GFP response vs DMSO, % at 10 µM; S. cerevisiae MEP2-GFP strain, flow cytometry GFP, 3 h; 100% = DMSO control level; actives 0.51% (n = 330,000); AID 2016;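 active means GFP response versus DMSO above a set limit, roughly screen mean plus 3 SD, cut at about 180% in these data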;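 further: median GFP fluorescence of the barcode-gated MEP2-GFP cells per well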
# RPL19A TOR yeast: alters RPL19A-GFP fluorescence in TOR pathway yeast screen; S. cerevisiae RPL19A-GFP strain, flow cytometry, 3 h; active compounds read low; percent response vs DMSO, % at 10 µM; actives 0.3% (n = 330,000);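 active means percent response vs DMSO below 50%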;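 further: median channel GFP fluorescence of the barcoded RPL19A-GFP strain; ratio of sample median GFP to plate DMSO average so 100% = DMSO; lower means less RPL19A-GFP as with rapamycin TOR inhibition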
# ZTA counter: blocks Epstein-Barr virus ZTA, an EBNA-1 counter-screen | ZTA-DNA binding, fluorescence polarization | inhibition, % at 11 µM | actives 0.15% (n = 320,000) | AID 2234; in the data active means inhibition above about 33%
# EBNA-1 inh: blocks EBNA-1 binding to DNA. EBNA-1 DNA binding, fluorescence polarization. inhibition, % at 14.8 µM. actives 0.34% (n = 300,000); in the data active means inhibition above about 28%
# proCasp3 act: activates human procaspase-3. recombinant procaspase-3 D3A, Ac-DEVD-pNA absorbance 405 nm. activation, % at 8.5 µM. AID 463141. actives 0.11% (n = 330,000);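 active means activation above the mean of all tested compounds plus 3 SD, cut at about 21% in these data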;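 further: 0% = DMSO alone and 100% = DMSO wells spiked with extra 5 µM PC-3 D3A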
#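 Test system: Procaspase-3 D3A mutant; medium: Zinc-free HEPES/NaCl buffer with 0.01% Triton X-100 at pH 7.4; reagent: DEVD-pNA substrate; doses: one concentration, 8.5 µM nominal, 0.8% DMSO; times: 1 h preincubation plus 2 h reaction at 25 °C; signal: Epi-absorbance at 405 nm of released p-nitroaniline, 0 and 120 min; replicates: singlicate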
# An asterisk follows results filed as active; x = no result given.
SMILES,AHR activator,LAP4 TOR yeast,procasp7 counter,MEP2 TOR yeast,RPL19A TOR yeast,ZTA counter,EBNA-1 inh,proCasp3 act
CCn1c(SCC(=O)NCc2ccco2)nc2c1c(=O)n(C)c(=O)n2C,0,107,3,110,101,-7,-6,-4
N#Cc1cccc(Oc2ccc(-c3cnc4ccccc4n3)cc2)c1C#N,-4,111,7,105,111,-17,14,9
Cc1ccc2c(C)nc(Nc3nc(CSc4nnc(C)s4)cc(=O)[nH]3)nc2c1,22,102,-7,100,101,-6,10,2
COc1ccc(S(=O)(=O)N2CCN(Cc3cccc(F)c3)CC2)cc1,0,112,8,107,99,-5,0,-12
CCCCNC(=O)CSc1nc2ccc(NC(=O)CSc3nnc(COc4ccccc4C)n3C)cc2s1,2,90,8,92,97,3,-12,12
COc1ccccc1CNC(=O)C1CCN(C(=O)N(C)C)CC1,1,96,6,101,99,31,78*,-6
COCCn1c(=NC(=O)c2ccc(S(=O)(=O)N3CCOCC3)cc2)sc2cc(S(N)(=O)=O)ccc21,2,123,2,100,99,-6,0,7
O=C1OCC2=C1C(c1ccc(F)cc1)Sc1ccccc1N2 (stereo unspecified),1,95,2,102,97,-1,0,-1
Cc1ccc(-c2nnc(N3CCC(C)CC3)c3ccccc23)cc1,4,78,2,83,90,1,1,0
CC1CCCCN1C(=O)CNCC1CCCO1 (stereo unspecified),0,99,12,99,105,18,5,-3
Cc1cccc(C)c1NC(=O)CSCc1cccc(CSCC(=O)Nc2c(C)cccc2C)n1,1,x,6,97,95,-6,-6,-7
Cc1cccc(NC(=O)CCN2CC(C)OC(C)C2)c1 (stereo unspecified),0,94,3,101,105,-3,0,1
O=C(c1ccc(Br)o1)N1CCN=C1SCc1cccc(F)c1,-1,105,0,109,101,-3,-8,-4
CCCCNc1c([N+](=O)[O-])cc(C)cc1[N+](=O)[O-],1,99,3,101,x,-3,5,-2
COc1ccccc1C(CCN(Cc1cccs1)C(C)=O)c1ccco1 (stereo unspecified),5,99,-13,97,102,1,-14,-15
O=C1Nc2ccccc2C12OCCCCO2,-1,112,7,109,84,-10,-6,0
CC(C)CC(=O)NCC(C)NC(=O)CC(C)C (stereo unspecified),0,100,8,93,98,-11,0,7
Cn1c(O)c(N=NC(=O)C2COc3ccccc3O2)c2ccccc21 (stereo unspecified),33,113,5,97,96,2,-11,5
Fc1cccc(Cl)c1CNCc1ccccc1Cl,0,94,1,92,90,-4,4,-1
Cc1cc(S(=O)(=O)Nc2ccc(C(=O)NCC3(N4CCCCC4)CCCCC3)cc2)ccc1F,-1,97,1,97,91,7,14,2

# EBNA-1 inh: hit marks shown above
structure	AHR activator	LAP4 TOR yeast	MEP2 TOR yeast	RPL19A TOR yeast	EBNA-1 inh	proCasp3 act
COc1ccccc1CNC(=O)C1CCN(C(=O)N(C)C)CC1	1	96	101	99	78*	-6

# Remaining list, next part
SMILES,AHR activator,LAP4 TOR yeast,procasp7 counter,MEP2 TOR yeast,RPL19A TOR yeast,ZTA counter,EBNA-1 inh,proCasp3 act
Cc1ccc(C2NC(=O)c3sc(=S)n(-c4ccccc4)c3N2)cc1 (stereo unspecified),1,89,-5,86,91,-2,3,-9
Cc1cn(C2OC(COC(=O)c3ccccc3)C(O)C2Cl)c(=O)[nH]c1=O (stereo unspecified),-4,101,-3,110,109,6,8,3
CC1CCCCN1CC(=O)Nc1ccc2c(c1)OC(F)(F)O2 (stereo unspecified),-1,93,-6,105,105,-3,-15,6
Cn1c(SCC(=O)Nc2nccs2)nnc1-c1ccncc1,12,96,-8,107,87,5,-3,9
COc1cccc(OC)c1OCCCCCc1c(C)n[nH]c1C,12,104,-4,102,103,7,-2,-4
Cc1cccc(C(=O)N(CC(=O)Nc2sc(C)c(C)c2C(N)=O)C2CCCC2)c1,4,86,-7,104,94,4,4,5
O=C(Cn1nnc(-c2ccccc2)n1)N/N=C/c1ccc(-c2ccc(Cl)cc2)o1,-5,98,0,106,105,-2,-14,-6
C=CCn1c(SCC(=O)N2CCN(c3ccc(F)cc3)CC2)nnc1-c1cccs1,-1,101,-6,106,101,3,-8,1
Cc1ccc(-c2nnc(Nc3ccc4c(c3)nc(C)n4C)c3ccccc23)cc1,15,105,0,109,98,-12,-21,-3
CCOC(=O)c1sc(N)c(C#N)c1CSc1nc2ccc(C)cc2[nH]1,70*,99,2,99,100,17,12,3
Cc1ccccc1N(CC(=O)NCc1ccccc1)C(=O)CCC(=O)Nc1nccs1,5,88,1,94,102,-3,-6,5
CC(C)C(NC(=O)C(Cc1ccccc1)NC(=O)OCc1ccccc1)C(=O)O (stereo unspecified),1,102,2,105,102,-1,-16,2
CC(Nc1c([N+](=O)[O-])c(=O)oc2ccccc12)C(Cl)c1ccccc1 (stereo unspecified),6,101,3,103,103,-6,3,4
COc1ccccc1-n1c(C)cc(/C=C2/C(=N)N3C(=NC2=O)SN=C3S(C)(=O)=O)c1C,4,93,-8,96,104,-1,5,-11
CN(CC(=O)N1CCCC1)S(=O)(=O)c1ccc(Cl)cc1,1,102,6,104,103,14,-14,-3
Cc1ccccc1C(=O)Nc1ccc(N2CCCC2)cc1,-2,98,-1,97,96,1,3,5
COc1ccc(C2/C(=C(/O)c3ccccc3)C(=O)C(=O)N2CCN2CCOCC2)c(OC)c1 (stereo unspecified),18,82,-12,81,83,8,-14,-8
CCOc1ccc2nc(NC(=O)CSCC(=O)Nc3cc(C)on3)sc2c1,-6,105,2,99,100,-15,19,-5
CC(=O)NCCOc1ccc2oc3ccccc3c2c1,11,102,7,99,95,20,13,3
O=C(NCCc1ccccc1)C1CCN(C2CCN(C(=O)CC3=CCCCC3)CC2)CC1,1,103,5,113,103,-16,4,12
COC(=O)C1=C(C)N(c2cccc3ccccc23)C(=O)C1,7,90,-5,98,99,-1,11,7
CN(CCCC1CCCC1)C(=O)CC1C(=O)NCCN1Cc1cccc(F)c1F (stereo unspecified),2,78,5,85,91,-4,-10,2
Cc1ccc(-n2c(=O)c(C#N)cc3c(=O)n4ccccc4nc32)cc1,14,103,-3,104,103,-1,4,-5
Cc1ccc(CNC(=O)C2CC(=O)OC23CCCC3)c(C)c1 (stereo unspecified),2,87,4,94,92,10,-10,8
Fc1ccc(-c2csc(-c3cccnc3)n2)cc1F,68*,96,-3,100,104,6,-1,-2
CCOC(=O)N1CCC(NC(=O)c2cccc3c2C(=O)N(c2ccc(OC)cc2)C3)CC1,4,98,2,95,96,-1,6,-3
O=C(CSc1ccc(-c2cccs2)nn1)NCc1ccccc1Cl,6,99,-1,121,116,-11,2,-2
COc1nc(NC(C)(C)C)nc(Oc2ccc(=O)n(C)n2)n1,3,110,-1,103,110,2,-5,1
O=C(N/N=C/C(Br)=C/c1ccccc1)c1ccc([N+](=O)[O-])cc1,2,94,3,94,95,-13,-12,8
COc1ccc(C(C)NC(=O)c2ccccc2Cl)cc1OC (stereo unspecified),2,95,-1,93,98,-30,-11,5
CC(=O)N1CCN(C(=O)c2cccc(S(=O)(=O)Nc3ccc(C)cc3)c2)CC1,3,103,3,93,92,3,-13,-2
Cc1nc(N2CCN(C)CC2)c2c3c(sc2n1)CCCC3,3,100,16,112,106,-3,1,6
COc1ccc(Br)cc1S(=O)(=O)NCc1ccccn1,1,99,-9,94,97,5,10,5
O=C(CN1CCN(c2ccccc2)CC1)NC(=O)NCc1ccco1,-2,104,-7,103,103,5,22,3
CCS(=O)(=O)N1CCCC(C(=O)NC2CCCC2)C1 (stereo unspecified),11,90,-34,96,95,2,-13,-24
CC(SCc1ccccc1)C(=O)Nc1ccc(F)cc1 (stereo unspecified),2,129,3,100,100,4,5,-9
CN(C)c1nc(OCCOC(=O)COc2ccc(Cl)cc2Cl)nc(N(C)C)n1,2,97,-1,89,95,9,-5,6
O=C(Nc1ncccc1Cl)C(Sc1ccccc1)c1ccccc1 (stereo unspecified),1,94,7,102,99,5,8,-3
CC(C)(C)NC(=O)CN(Cc1cccs1)C(=O)CNS(=O)(=O)c1ccccc1,-2,103,2,104,107,-1,19,-9
CCOc1ccc(-c2c(C)n([O-])c3c([n+]2=O)CCCCC3)cc1,1,94,0,100,105,13,-13,5
CC1Sc2ccc(S(=O)(=O)N3CCC(C(=O)N4CCN(C)CC4)CC3)cc2NC1=O (stereo unspecified),3,87,-17,105,104,-3,4,-1
CCCC(=O)Nc1cccc(NC(=S)NC(=O)C(C)Oc2ccc(Cl)cc2Cl)c1 (stereo unspecified),5,97,7,100,106,-4,-9,-12
O=C(Nc1ccccc1O)c1ccc2c(c1)C(=O)N(N1C(=O)c3ccccc3C1=O)C2=O,38,73,1,108,117,6,-2,-4
CC(=O)N[C@@H]1c2c(ccc3ccccc23)OC[C@@H]1COC(C)=O,4,99,-1,99,98,-9,-18,-3
Cc1ccc(NC(=O)C2CCN(C(=O)c3cccs3)CC2)cc1,5,102,-11,110,112,-2,-16,-3
COc1ccc(C(=O)C[n+]2ccc3ccccc3c2C)cc1,59*,107,2,94,98,4,-2,-6
Cc1oc2c(C)c3oc(=O)c4c(c3cc2c1C)CCCC4,4,106,-2,94,101,-9,-12,-5
Cc1nn(-c2ccccc2)c2c1C(c1ccc(Cl)cc1)N(c1ccccc1)C(=O)N2 (stereo unspecified),1,91,-4,97,104,-1,7,12
Cc1noc(C)c1C(=O)NCc1ccccc1,5,96,-5,101,101,14,-6,4
O=C(COc1ccccc1[N+](=O)[O-])NCC1(N2CCOCC2)CCCCC1,6,98,2,112,97,x,x,8
CCOC(=O)COc1ccc(/C=C2\NC(=S)N(CC)C2=O)cc1,5,95,2,83,108,-8,1,-3
COc1ccc(/C=N\NC(=O)c2cccc([N+](=O)[O-])c2)cc1Cn1cc([N+](=O)[O-])cn1,11,92,4,100,102,5,-10,4
COc1ccc(C2N(S(=O)(=O)c3ccccc3)CCN2S(=O)(=O)c2ccc(C)cc2)cc1 (stereo unspecified),-2,97,-2,96,96,8,-1,2
COc1ccccc1OCCNC(=O)Cc1ccc(S(=O)(=O)N2CCOCC2)s1,0,102,7,108,97,-10,-6,3
COc1ccc(-c2nc3ncccn3c2Br)cc1,29,99,3,103,106,8,17,5
Cc1cc(OC(C)C(=O)NC2CC(C)(C)NC(C)(C)C2)c2c(C)cc(=O)oc2c1 (stereo unspecified),4,99,-4,108,103,3,-14,-1
COc1ccc(-c2nnc(SCC(=O)O)n2Cc2ccccc2)cc1,1,102,-13,119,104,3,-5,-1

# Sorted by count of non-hydrogen atoms (rising): some entries from above.
SMILES,AHR activator,LAP4 TOR yeast,procasp7 counter,MEP2 TOR yeast,RPL19A TOR yeast,ZTA counter,EBNA-1 inh,proCasp3 act
Cc1ccc(-c2nnc(N3CCC(C)CC3)c3ccccc23)cc1,4,78,2,83,90,1,1,0
CCOC(=O)c1sc(N)c(C#N)c1CSc1nc2ccc(C)cc2[nH]1,70*,99,2,99,100,17,12,3
O=C(COc1ccccc1[N+](=O)[O-])NCC1(N2CCOCC2)CCCCC1,6,98,2,112,97,x,x,8
CC1Sc2ccc(S(=O)(=O)N3CCC(C(=O)N4CCN(C)CC4)CC3)cc2NC1=O (stereo unspecified),3,87,-17,105,104,-3,4,-1
Cc1ccccc1N(CC(=O)NCc1ccccc1)C(=O)CCC(=O)Nc1nccs1,5,88,1,94,102,-3,-6,5

# Not a hit list, and some 3.8% of all compounds hit somewhere here.
